ELG1 repair inh = ELG1-dependent DNA repair inhibition. HEK293T ELG1-luciferase reporter, luminescence, 16 h; DNA damage induced by 5-fluorouridine. Potency, µM (titrated, usually from 46.1 µM), inactives show at the highest dose activity change, negative = inhibition, most hits filed as inhibitors. hit rate 2.3% among 330,000. AID 504467; further: potency means the concentration at half of the fitted maximal effect; on the % scale 0 is the no-effect control and ±100 the full control effect; nearly all actives have a fitted effect of over 55% in size
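Step one: seed 2,000 cells per well. Step two: pin-transfer compound or DMSO alongside 5-fluorouridine. Step three: incubate 16 hr, 37 °C, 5% CO2. Step four: add ONE-Glo, wait 30 min, read luminescence.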
p53 reactivation = mutant p53 re-activation in reporter cells; H1299 p53-A138V BP100-luciferase reporter, luminescence, 24 h; Potency, µM (top dose mostly 92.2 µM), for the others: top-dose activity change, positive = activation, usual class: activators; hit rate 0.063% among 320,000; further: potency means the concentration at half of the fitted maximal effect; % of control where 0% means no effect; nearly all actives have a fitted effect of over 45% in size
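p53-null H1299 cells stably carrying temperature-sensitive p53-A138V and a BP100-luciferase reporter were pinned with compounds (4-point, 1:5 series) and held 24 hrs at 37 deg C. Luminescence was read 10 min after detection reagent.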
MLL CXXC-DNA inh = inhibitors of human MLL CXXC domain-DNA interaction | Potency, µM (doses to about 115 µM), for the others: at the top dose activity change, negative = inhibition, most hits filed as inhibitors | AID 2662 | hit rate 0.037% among 290,000 | MLL-CXXC / FITC-HOXA9 DNA fluorescence polarization; active means well fitted inhibition curve with a large enough effect in the polarisation, with a control signal flat, not every such curve was filed as active; inconclusive means small, poorly fitted or top-dose-only effect, or effect the other way, or a change in a side signal; inactive means no such curve, though single readings can be large or run the other way; the % refers to the polarisation; further: potency means the concentration at half of the fitted maximal effect
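Fluorescence polarization: 7 uM MLL-CXXC (stock) preincubated 5 min with compounds, then 50 nM fluorescein-HOX-A9 DNA (stock) added; 30 min ambient. Buffer 50 mM Tris-HCl pH 7.5, 50 mM NaCl, 1 mM DTT, 0.05% BSA.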
B2AR arrestin = beta2AR (human) beta-arrestin recruitment activity. hit rate 0.02% among 330,000. Potency, µM (highest dose often 46.1 µM), inactives show top-dose activation, hits mostly activators. beta-arrestin recruitment to beta2AR, cell-based reporter. AID 492947;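 further: potency means the concentration at half of the fitted maximal effect; 0% = DMSO controls and full agonism = EC100 isoproterenol or metaproterenol; nearly all actives have a fitted effect of over 65% in size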
TSG101-PTAP inh = blocks PTAP/TSG101 interaction to inhibit HIV-1 budding; Q99816; Potency, µM (doses to about 115 µM), without a hit: at the highest dose activity change, negative = inhibition, hits mostly inhibitors; AID 493005; Fluorescence polarization, FITC-PTAP peptide / Tsg101 binding; 340,000 tested, under 10 active; active means well fitted inhibition curve with a large enough effect in the main read-out, with a control signal flat, not every such curve was filed as active; inconclusive means small, poorly fitted or top-dose-only effect, or effect the other way, or a change in a side signal; inactive means no such curve, though single readings can be large or run the other way; further: potency means the concentration at half of the fitted maximal effect; % of control where 0% means no effect
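Fluorescence polarization binding of Tsg101 binding domain (10 uM final) to FITC-labeled PTAP peptide (50 nM final) in HEPES pH 7.5 buffer with NaCl, Tween 20, EDTA, TCEP. Compounds added before peptide; binding 20 min at RT.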
BRCA1 expr act = BRCA1 expression activation; Potency, µM (titrated, usually from 46.1 µM), for inactives: top-dose activation, usual class: activators; AID 624202; hit rate 1.1% among 380,000; MCF7-BRCA1-FFLuc reporter, luminescence, 48 h; response scale: scaled: vehicle 0%, 10 µM genistein 100%; further: potency means the concentration at half of the fitted maximal effect; nearly all actives have a fitted effect of over 80% in size; some results filed as inactive show a strong effect at the top dose
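Using MCF7 cells harboring a BRCA1 firefly luciferase reporter, plated 2 h before compound pinning, the screen measured luminescence after 48 h incubation. Responses were normalized to DMSO and 10 microM genistein, then fitted for concentration-effect.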
TCR activator = activators of T cell receptors | Potency, µM (doses to about 9.22 µM), for the others: top-dose activation of IL-2 secretion, actives largely listed as activators | 330,000 tested, under 10 active | primary human leukocytes, anti-CD3, IL-2 HTRF, 48 h; further: % of control where 0% means no effect
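Primary human leukocytes were stimulated with a-CD3 beads plus compounds for 48 hr without co-stimulation; secreted IL-2 was quantified by HTRF using a-IL-2-K (europium cryptate) and a-IL-2-d2, excited at 320nm with acceptor emission read at 665nm.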
A-T KAP1 phos = potential ataxia-telangiectasia treatments restoring KAP-1 phosphorylation; […] A-T fibroblasts, KAP-1 phosphorylation AlphaLISA; neocarzinostatin DNA damage 30 min before lysis; Potency, µM (top dose mostly 57.5 µM), for the others: at the highest dose activation, actives largely listed as activators; hit rate 0.19% among 320,000; AID 485349; further: potency means the concentration at half of the fitted maximal effect; % of control where 0% means no effect; nearly all actives have a fitted effect of over 45% in size
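ATM-like activity read as KAP-1 phosphorylation via AlphaLISA donor/acceptor antibody pairs after lysis and 6 hr at 25C. Cells were ATM-null patient fibroblasts ([…], hTERT), dosed 60 min, then exposed to the DSB inducer NCS for 30 min.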
TRPV1 agonist = human TRPV1 agonism | TRPV1-expressing cells, Fluo-8 calcium influx, agonist mode | activation, % at 8.33 µM | hit rate 0.19% among 320,000 | AID 540275; in the data active means activation above about 80%; inconclusive means between about 30% and that limit; further: 0% is about no effect
Target sequence (Q8NER1 whole entry, looked up): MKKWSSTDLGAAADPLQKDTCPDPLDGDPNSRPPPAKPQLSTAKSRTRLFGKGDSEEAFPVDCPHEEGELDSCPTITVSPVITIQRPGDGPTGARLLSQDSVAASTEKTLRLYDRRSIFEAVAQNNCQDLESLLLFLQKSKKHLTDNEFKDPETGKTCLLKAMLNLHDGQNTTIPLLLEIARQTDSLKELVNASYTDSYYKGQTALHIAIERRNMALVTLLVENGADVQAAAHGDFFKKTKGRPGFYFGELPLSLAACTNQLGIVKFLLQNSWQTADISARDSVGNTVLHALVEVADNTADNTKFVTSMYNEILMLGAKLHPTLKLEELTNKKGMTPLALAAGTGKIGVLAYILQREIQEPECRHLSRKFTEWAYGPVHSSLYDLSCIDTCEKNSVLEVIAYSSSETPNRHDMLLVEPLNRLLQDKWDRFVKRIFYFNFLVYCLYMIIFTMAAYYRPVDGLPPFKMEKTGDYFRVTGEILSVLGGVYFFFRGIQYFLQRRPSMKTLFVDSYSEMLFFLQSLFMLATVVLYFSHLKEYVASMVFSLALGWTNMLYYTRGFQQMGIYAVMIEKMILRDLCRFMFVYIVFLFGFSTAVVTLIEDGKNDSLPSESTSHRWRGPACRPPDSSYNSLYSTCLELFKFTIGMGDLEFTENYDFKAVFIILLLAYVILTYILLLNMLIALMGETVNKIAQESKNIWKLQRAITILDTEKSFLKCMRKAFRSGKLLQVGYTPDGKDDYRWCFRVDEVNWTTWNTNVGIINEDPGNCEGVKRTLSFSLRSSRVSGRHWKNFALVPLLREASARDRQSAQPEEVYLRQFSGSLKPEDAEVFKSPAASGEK
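Cells expressing TRPV1 were dye-loaded with Fluo-8 and read kinetically: 10 s baseline, 3 min after compound (agonist portion), then 2 min after EC20 capsaicin (allosteric enhancer portion). Calcium-bound dye fluorescence at 480/520 nm.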
Integrin act MD = integrin-mediated muscular dystrophy alleviation activation | hit rate 0.064% among 350,000 | AID 624291 | Potency, µM (top dose mostly 38.3 µM), without a hit: at the top dose activation, actives largely listed as activators | alpha7betagal myoblasts, beta-gal FDG fluorescence, 48 h;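 further: potency means the concentration at half of the fitted maximal effect; 100% = response of the positive control SU9516; nearly all actives have a fitted effect of over 60% in size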
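alpha7betagal+/- myoblasts (passage 13, 250/well) treated 48 h at 37C with compounds at 1:260 dilution of DMSO stock. Lysed, then beta-galactosidase activity read as FDG fluorescence (ex 480/em 540) after 30 min, with pre-read for autofluorescence.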
Numbers without * were called inactive; ? = inconclusive; . = no result given; [ ] = dose if it differs, or a comment. Unless noted, the call rests on the fitted dose curve; in most records, active means well fitted curve in the direction sought with a large enough effect; inconclusive means small, poorly fitted or top-dose-only effect, or another doubt; inactive means no such curve, though single readings can be large; an effect the other way counts as inactive or inconclusive.

SMILES	ELG1 repair inh	p53 reactivation	MLL CXXC-DNA inh	B2AR arrestin	TSG101-PTAP inh	BRCA1 expr act	TCR activator	A-T KAP1 phos	TRPV1 agonist	Integrin act MD
Cc1[nH]c(=O)c(C(=O)c2ccccc2O)cc1C(=O)O	-5%	-3%	12%	0.4%	-1%	-10%	0%	7%	0	-27%
CC(=O)OC(C(=O)NCCc1ccccc1)c1cccnc1 (stereo not given)	-1%	0%	-6%	0.2%	-3%	11%	3%	12%	1	3%
CCc1nc2oc3ccccc3c(=O)c2c(=O)n1Cc1ccc(OC)cc1	0%	-4%	14%	0.1%	-4%	8%	2%	7%	-2	19%
NC(=O)/C(=C/c1ccc2c(c1)OCO2)NC(=O)c1ccco1	-1%	-1%	-14%	-1.0%	0%	9%	-3%	2%	1	16%
O=C(Nc1ccc(Nc2ccccc2)cc1)C(Cl)Cl	-15%	1%	2%	-1.7%	-2%	0%	1%[46.1 µM]	-2%	3	3%
Cc1nn(-c2ccc(F)cc2)c(Cl)c1/C=C(/CC(=O)O)c1nc2ccccc2s1	.	.	.	.	-10%	-12%	8%	.	.	6%
Cn1c(-c2c(N)n(CCc3ccccc3)c3nc4ccccc4nc23)nc2ccccc21	9.2µM*	11%	83%[activator]	0.3%	-3%	-94%	9%	.	13	-46%[inhibitor]
Cc1cccc(Cl)c1OCCCn1ccnc1	-3%	.	4%	-1.4%	-2%	-20%	-4%	1%	-2	-11%
Nc1c(C(=O)CSc2nccn2-c2cccc(F)c2)c(=O)[nH]c(=O)n1C1CC1	2%	-3%	.	-0.2%	-6%	-13%	.	-3%	3	4%
COC(=O)c1c(NS(=O)(=O)c2cccs2)sc2c1CCCC2	-4%	-4%	8%	0.1%	-2%	3%	-13%	0%	-2	20%
O=C(CSc1nnnn1-c1ccc2c(c1)OCCO2)N1CCc2ccccc21	1%	2%	18%	-0.7%	-3%	-1%	2%	4%	8	-29%
Cc1cccc2cc(C(c3nnnn3Cc3ccccc3)N3CCN(c4ccccc4)CC3)c(=O)[nH]c12 (stereo not given)	?	-6%	15%	0.2%	-4%	-6%	4%	0%	2	23%
NC(=O)C1CCN(C(=O)c2ccc(NC3=NC4CS(=O)(=O)CC4S3)cc2)CC1 (stereo not given)	9%	-1%	-1%	-1.3%	-1%	34%	3%	1%	0	4%
CCCCN(C(=O)C1CCN(C(=O)c2ccccc2C)CC1)c1c(N)n(CC(C)C)c(=O)[nH]c1=O	.	.	.	.	-1%	-1%	0%	.	.	12%
CCc1nc(Nc2ccc3c(c2)OCCO3)c2oc3ccccc3c2n1	?	-1%	31%[activator]	-0.4%	-2%	1%	-3%	.	89*	10%

3 entries from above, with each value named:
O=C(Nc1ccc(Nc2ccccc2)cc1)C(Cl)Cl
  ELG1 repair inh = -15%
  p53 reactivation = 1%
  MLL CXXC-DNA inh = 2%
  B2AR arrestin = -1.7%
  TSG101-PTAP inh = -2%
  BRCA1 expr act = 0%
  TCR activator = 1%[46.1 µM]
  A-T KAP1 phos = -2%
  TRPV1 agonist = 3
  Integrin act MD = 3%

CCc1nc(Nc2ccc3c(c2)OCCO3)c2oc3ccccc3c2n1
  ELG1 repair inh = ?
  p53 reactivation = -1%
  MLL CXXC-DNA inh = 31%[activator]
  B2AR arrestin = -0.4%
  TSG101-PTAP inh = -2%
  BRCA1 expr act = 1%
  TCR activator = -3%
  A-T KAP1 phos = .
  TRPV1 agonist = 89*
  Integrin act MD = 10%

COC(=O)c1c(NS(=O)(=O)c2cccs2)sc2c1CCCC2
  ELG1 repair inh = -4%
  p53 reactivation = -4%
  MLL CXXC-DNA inh = 8%
  B2AR arrestin = 0.1%
  TSG101-PTAP inh = -2%
  BRCA1 expr act = 3%
  TCR activator = -13%
  A-T KAP1 phos = 0%
  TRPV1 agonist = -2
  Integrin act MD = 20%

Next compounds
SMILES	ELG1 repair inh	p53 reactivation	MLL CXXC-DNA inh	B2AR arrestin	TSG101-PTAP inh	BRCA1 expr act	TCR activator	A-T KAP1 phos	TRPV1 agonist	Integrin act MD
O=C(Nc1ccccc1)N1CCCN(c2ccc(C(F)(F)F)cc2[N+](=O)[O-])CC1	?	-4%	0%	0.0%	-2%	-6%	4%	-8%	?	17%
O=C(c1ccccc1)c1cc2cc(Cl)ccc2[nH]1	?	?	-8%	-0.9%	-5%	10µM*	11%	6%	2	0%
OC1(C(F)(F)F)CC(O)(C(F)(F)F)n2nc(-c3ccccc3)cc2N1 (stereo not given)	?	?	10%	0.5%	-2%	48%	-5%	1%	1	4%
Cc1ccc(-c2nnn(CC(=O)N(c3ccc(F)cc3)C(C(=O)NC3CCCC3)c3ccco3)n2)o1 (stereo not given)	?	14%	-10%	-0.5%	2%	0%	1%	4%	-3	-12%
O=C1Nc2ccc([N+](=O)[O-])cc2OC1CCN1CCN(c2ccccc2)CC1 (stereo not given)	?	1%	10%	-0.6%	-6%	-3%	-3%	-7%	-2	-24%
COc1cc([N+](=O)[O-])cc2cc(C(=O)N3CCN=C3c3ccccc3)c(=O)oc12	-11%	-5%	5%	0.0%	-6%	-3%	-6%	-3%	3	-16%
CCOCCn1c(-c2ccc(OC)cc2)nc2ccccc21	?	5%	12%	-0.8%	-2%	-7%	-1%	14%	10	8%
COCOc1cc(O)c(C(=O)/C=C/c2ccc(OCOC)c(OCOC)c2)c(OCOC)c1	.	.	.	.	2%	-27%	2%	.	.	-22%
Cc1ccc(OCC(=O)NNC(=O)c2ccc(-n3cncn3)c([N+](=O)[O-])c2)cc1	-1%	9%	.	0.4%	-2%	-16%	5%	5%	3	20%
CCN(CC)c1ccc(S(=O)(=O)N2CCOCC2)cc1NC(=O)CSc1nnc(N)s1	-7%	-4%	.	0.0%	-1%	-29%	6%	1%	0	40%
Cc1ccc(O)c(CCc2ccccc2)n1	?	?	14%	-0.9%	-3%	21%	2%[46.1 µM]	2%	-7	17%
Cc1cc(C)nc(SCc2nc3ncccn3c2Br)n1	28%	-27%	-2%	0.1%	-3%	10%	6%	-9%	1	1%
CC(C)(C)NS(=O)(=O)c1ccc(NC(=S)NC(=O)C2CC2)cc1	?	-4%	-7%	-0.5%	3%	-2%	3%	5%	-5	15%
CC(=O)Nc1ccc(S(=O)(=O)N2CCC(C(=O)NCCC(=O)Nc3nccs3)CC2)cc1	22%	13%	0%	-0.5%	-3%	-8%	-9%	2%	2	-3%
Cc1ccc(NC(=O)C2CCCN(c3ncnc4c3nc3n4CCCCC3)C2)cc1Cl (stereo not given)	-28%	0%	31%[activator]	0.4%	3%	-9%	3%	-6%	?	-14%
Cc1c(F)cccc1NS(=O)(=O)c1ccc(N2CCCC2=O)cc1	.	.	.	.	1%	0%	4%	.	.	-9%
Cc1ccccc1N(C(=O)CNC(=O)c1cccs1)C(C(=O)NC1CCCC1)c1ccncc1 (stereo not given)	2%	1%	4%	-1.0%	-3%	0%	-4%	-3%	5	-16%
CC(=O)Nc1cccc(NC(=O)c2cccc(OCc3ccccc3)c2)c1	?	1%	18%	0.2%	1%	16%	-4%	3%	?	?
CC(C)CN1CCNC(=O)C1CC(=O)NCCc1ccc(C(F)(F)F)cc1 (stereo not given)	3%	-2%	-7%	-0.4%	0%	-3%	-9%	0%	2	-4%
COC(=O)c1ccc(NC(=S)NCCCN2CCCC2=O)cc1	?	17%	-3%	-0.2%	1%	7%	4%	2%	1	4%

Looked up by compound from the list above (three):
SMILES	ELG1 repair inh	p53 reactivation	MLL CXXC-DNA inh	B2AR arrestin	TSG101-PTAP inh	BRCA1 expr act	TCR activator	A-T KAP1 phos	TRPV1 agonist	Integrin act MD
Cc1ccccc1N(C(=O)CNC(=O)c1cccs1)C(C(=O)NC1CCCC1)c1ccncc1 (stereo not given)	2%	1%	4%	-1.0%	-3%	0%	-4%	-3%	5	-16%
COC(=O)c1ccc(NC(=S)NCCCN2CCCC2=O)cc1	?	17%	-3%	-0.2%	1%	7%	4%	2%	1	4%
CC(=O)Nc1cccc(NC(=O)c2cccc(OCc3ccccc3)c2)c1	?	1%	18%	0.2%	1%	16%	-4%	3%	?	?
